Compound activity (PubChem)
LANA DNA inh: inhibitors of KSHV LANA C-terminal domain DNA binding; inhibition, % at 9 µM; MBP-C-LANA/FAM-LBS DNA binding, fluorescence polarization; AID 504423; actives 0.078% (n = 340,000);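 active = highest replicate inhibition at or above 60% at 9 µM, even if other replicates fall short; inactive = all replicates below 60% inhibition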;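 also: 0% = neutral control wells and 100% = 4 µM acridine orange control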
Keap1 Nrf2 FP: disrupts human Keap1 binding to Nrf2 peptide | Keap1 Kelch-Nrf2 peptide fluorescence polarization, 1536-well | inhibition, % at 9.4 µM | actives 0.15% (n = 340,000) | Q14145 | AID 504523; in the data active = inhibition above about 12%;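 also: human Keap1 Kelch domain with fluorescein labeled Nrf2 9mer peptide probe; 0% = neutral control wells and 100% = peptide positive control; higher means more block of Keap1 binding to Nrf2 peptide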
DAGLB inh: diacylglycerol lipase beta (human) inhibition | Q8NCG7 | HEK293T DAGLB membrane lysate, EnzChek fluorogenic substrate | inhibition, % at 5.17 µM | actives 0.059% (n = 340,000) | AID 504411; in the data active = inhibition above about 34%;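 also: 0% = enzyme with vehicle and 100% = wells lacking enzyme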
Target sequence (Q8NCG7 whole entry, looked up): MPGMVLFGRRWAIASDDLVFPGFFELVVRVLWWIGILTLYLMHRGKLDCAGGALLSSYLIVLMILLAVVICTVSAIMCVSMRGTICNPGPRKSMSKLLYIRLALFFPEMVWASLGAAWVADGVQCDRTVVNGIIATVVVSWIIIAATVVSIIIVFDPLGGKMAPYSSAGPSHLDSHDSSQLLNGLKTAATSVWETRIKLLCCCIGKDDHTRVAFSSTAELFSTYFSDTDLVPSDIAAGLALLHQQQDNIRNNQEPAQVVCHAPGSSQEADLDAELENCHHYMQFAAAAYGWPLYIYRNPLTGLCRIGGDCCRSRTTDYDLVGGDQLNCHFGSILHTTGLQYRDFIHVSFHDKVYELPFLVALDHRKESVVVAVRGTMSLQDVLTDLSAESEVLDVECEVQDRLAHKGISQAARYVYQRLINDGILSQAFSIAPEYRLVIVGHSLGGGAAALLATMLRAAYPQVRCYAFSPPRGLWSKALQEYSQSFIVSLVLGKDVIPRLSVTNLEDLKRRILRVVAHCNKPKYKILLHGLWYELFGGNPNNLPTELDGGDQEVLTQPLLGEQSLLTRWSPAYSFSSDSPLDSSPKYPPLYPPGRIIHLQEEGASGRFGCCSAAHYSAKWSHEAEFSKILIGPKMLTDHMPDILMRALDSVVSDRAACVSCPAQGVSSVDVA
CAL PDZ FP-1: blocks peptide binding to human CAL PDZ domain; purified CAL PDZ, TMR-peptide fluorescence polarization, 1 h; inhibition, % at 20 µM; actives 0.02% (n = 330,000); Q9HD26; AID 504414;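 active = highest replicate inhibition of at least 40%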;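 also: plate controls were DMSO neutral control wells for no effect and unlabeled competitor peptide control wells for full effect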
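material = purified tagged CAL PDZ domain construct (CerCALP) | compound dosing = 20 µM, one dose | times = 1 h at RT | measured by = fluorescence polarization from S- and P-plane intensities, G-factor corrected | read-out = inhibition from polarization loss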
SR-BI DiI-HDL act: activators of SR-BI mediated HDL lipid uptake; CHO ldlA[mSR-BI] cells, DiI-HDL uptake fluorescence, 3 h; 100 = double the neutral-control signal; actives 0.096% (n = 320,000); activation, % at 12.5 µM;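 active = mean replicate activation of at least 60% and every replicate at or above 60%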;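 also: 0% = median plate neutral-control signal and 100% = twice that signal; values of inactives mirror those of a sister screen read the other way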
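Test system: SR-BI-overexpressing, LDLR-lacking CHO cells. Measured by: DiI fluorescence, bottom read. Medium: Ham's F12 with 0.5% BSA, HEPES 25 mM, pH 7.4. Timing: 3 h uptake period with compound, 37 °C.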
CAL PDZ FP-2: inhibitors of human CAL PDZ peptide binding; inhibition, % at 24.9 µM; AID 602252; purified CAL PDZ, TMR-peptide fluorescence polarization, 1 h; Q9HD26; actives 0.92% (n = 300,000);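 active = mean inhibition of at least 30% with at least half of replicates also reaching 30%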;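 also: 0% = DMSO neutral control and 100% = excess unlabeled competitor peptide PRC23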
PKA-R2B activ: PKA-R2B complex activation; actives 0.079% (n = 340,000); PKA-R2B holoenzyme dissociation, Cy5-IP20 fluorescence polarization; R2B truncated from residue 108, S112A mutant; 0% DMSO only, 100% 113 µM cGMP; activation, % at 11.4 µM; AID 504700;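 active = activation above a cutoff set at the mean over all compounds plus 3 SD, cut at about 18% in these data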;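 also: higher means more holoenzyme dissociation and a rise in polarization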
Rtt109 HAT inh: blocks Candida albicans Rtt109/Vps75 acetyltransferase activity. Q5AAJ8. purified Rtt109/Vps75, ThioGlo CoA-SH fluorescence, 4 h. inhibition, % at 34.9 µM. actives 0.16% (n = 330,000);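 active = inhibition of at least 50% in every replicate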
Target sequence (Q5AAJ8 whole entry, looked up): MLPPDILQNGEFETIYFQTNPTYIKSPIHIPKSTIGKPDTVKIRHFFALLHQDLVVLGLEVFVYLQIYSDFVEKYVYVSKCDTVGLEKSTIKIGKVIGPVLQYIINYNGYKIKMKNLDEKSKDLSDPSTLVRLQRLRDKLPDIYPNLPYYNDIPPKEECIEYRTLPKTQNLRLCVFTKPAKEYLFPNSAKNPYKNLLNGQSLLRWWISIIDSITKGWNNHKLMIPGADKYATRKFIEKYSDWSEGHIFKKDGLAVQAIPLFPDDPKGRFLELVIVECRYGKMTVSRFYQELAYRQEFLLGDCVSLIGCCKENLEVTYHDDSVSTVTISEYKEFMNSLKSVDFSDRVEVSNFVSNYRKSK
cardiac RTF act: cardiac RTF calcium sensitization; IANBD-labeled TnC RTF fluorescence at EC20 calcium; 0% EC20 calcium, 100% full calcium; P19429+P45379; actives 0.24% (n = 340,000); activation, % at 7.2 µM;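 active = activation above the mean over all tested compounds plus 3 SD, cut at about 30% in these data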;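 also: rise in fluorescence read as greater calcium sensitivity of cardiac thin filaments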
RTF Ca sens inh: cardiac RTF calcium desensitization; actives 0.12% (n = 340,000); AID 493244; inhibition, % at 7.15 µM; IANBD-labeled cardiac RTF, Ca2+ fluorescence; P19429+P45379;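 active = inhibition above the mean inhibition of all tested compounds plus 3 SD, cut at about 17% in these data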;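 also: assay run at fixed EC70 calcium of 1.6 mM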
* = called active by the depositor; x = no result given. This is a subset; rates above refer to the full screens.

SMILES	LANA DNA inh	Keap1 Nrf2 FP	DAGLB inh	CAL PDZ FP-1	SR-BI DiI-HDL act	CAL PDZ FP-2	PKA-R2B activ	Rtt109 HAT inh	cardiac RTF act	RTF Ca sens inh
Cc1cc(NC(=O)COC(=O)c2c(C)nn(Cc3ccccc3Cl)c2Cl)no1	0.7	1	0	0.0	4	-4	-1	-6	-1	0
CCn1c(O)c(C=Nc2ccc(S(N)(=O)=O)cc2)c(=O)n(CC)c1=S	-0.9	0	3	-2.4	15	0	6	0	3	6
O=C1CC2OCC=C3CN4CCC56c7cc([N+](=O)[O-])ccc7N1C5C2C3CC46 (stereo not drawn)	-0.6	-7	-1	-1.8	10	1	2	1	-2	-4
CC1=CC2OC3CC4OC(=O)C=CC=CC(=O)OCCC(C)C(O)C(=O)OCC2(CC1)C4(C)C31CO1 (stereo not drawn)	0.3	-1	1	-0.9	-5	-3	-12	1	-2	0
C=CCn1c(O)c(C(CC)=Nc2cc(OC)ccc2OC)c(=O)[nH]c1=O	-1.8	-5	3	-3.7	-21	-2	-11	0	-1	1
COc1ccc(-c2nc3ccccc3c(=O)n2-c2ccc(OC)cc2)cc1	-1.1	-3	-3	20	1	-5	-6	7	1	1
O=C1Nc2ccccc2C(c2ccccc2)=NC1O (stereo not drawn)	-1.6	-6	0	x	4	-5	7	-1	7	-9
Cc1cc(/C=C2\C(=O)NC(=O)N(Cc3ccccc3)C2=O)c(C)n1C1CC1	-1.6	-19	4	-1.1	13	-5	-9	3	-6	-19
O=c1[nH]c(O)c(C=Nc2cccc(F)c2)c(=O)[nH]1	1.3	-1	2	0.3	-10	-3	2	-1	-5	2
CC1(C)COC(Nc2ccc(Cl)cc2)=N1	0.0	-2	2	-0.9	30	0	0	1	6	-8
CN(C)CCN(CC1CCCN(Cc2ccccc2F)C1)C(=O)Cc1ccccc1F (stereo not drawn)	0.2	-6	-1	-0.2	23	-1	2	6	-5	0
CN1CCN(c2ccccc2N)CC1	-1.3	-3	1	-1.8	x	-7	-10	0	-3	7
O=C(N/N=C1/CN2CCC1CC2)c1cccc(O)c1	1.8	-3	-1	0.5	3	-5	2	11	-4	5
Cc1ccc2[nH]c3c(c2c1)CN(C(=O)CN1C[C@H]2C[C@@H](C1)c1cccc(=O)n1C2)CC3	4.9	3	-1	0.4	17	-4	-12	-29	7	1
COc1ccccc1N=Cc1c(O)n(C)c(=O)n(C)c1=O	0.8	4	3	-5.5	12	-6	-9	-11	-4	-4
CCCCCCC(=O)c1c(O)n(-c2ccc(OC)cc2)c(=O)[nH]c1=O (tested in a mixture with another compound)	1.5	-2	3	-0.8	15	-3	12	-6	15	-7
COc1ccc(NC(=O)c2cn(CCC#N)nc2-c2ccc([N+](=O)[O-])cc2)cc1	0.9	1	0	-0.1	-56	-2	-5	6	2	9
COC(=O)C1=C(c2ccc3ccccc3c2)C[C@@H]2CC[C@H]1N2C(=O)NC1CCCCC1	1.9	-2	-2	-1.5	2	-2	-2	6	-1	-13
O=C1Nc2ccccc2/C1=C/c1nc2ccccc2c(=O)n1-c1ccc(O)cc1	1.0	-4	16	0.8	-46	-1	-1	-1	2	0
O=c1c2ccccc2nc(Cc2ccccc2)n1-c1ccccc1O	0.2	1	2	-0.6	-14	-4	-9	1	-4	-8
O=C1C=C2C=C[C@H]3C[C@]2(O1)[C@@H]1CCCCN13	0.4	-7	2	-1.2	19	-1	-4	1	5	4
COP(=O)(OC)C1(O)C(=O)Nc2ccc(Br)cc21 (stereo not drawn)	0.3	-1	-1	-1.4	15	-4	-14	-10	6	-3
CN=C1CN(O)C(c2ccccc2)c2cc(Cl)ccc2N1 (stereo not drawn)	0.6	1	-4	-1.9	9	x	-2	2	-4	3
O=S(=O)(c1ccccc1)N1CC1c1ccccc1 (stereo not drawn)	-0.8	0	1	0.1	6	-2	-6	9	-3	-1
O=C1NC(=S)N(c2ccc(Cl)cc2)C(=O)/C1=C/N1CCN(C(=O)c2ccco2)CC1	-0.1	-39	3	0.6	-10	-28	-3	3	18	-12
COc1cccc(C2C([N+](=O)[O-])=C(N)Oc3c2c(=O)oc2ccccc32)c1 (stereo not drawn)	0.5	-1	3	-2.1	7	-4	6	11	8	-10
CCN(CC)c1ccc(N=Cc2c(O)n(-c3cc(OC)ccc3OC)c(=O)[nH]c2=O)cc1	1.9	-9	3	-2.9	-91	-7	-9	-5	10	-21
O=C(c1cccs1)N1C2CCC1CC(O)(c1cccnc1)C2 (stereo not drawn)	-2.4	-4	3	-0.1	5	-3	2	-1	-2	-5
COc1ccc(C(C)=O)cc1CN1CC=C(c2ccccc2)CC1	-0.3	-5	-1	-1.5	x	x	-14	2	-6	-1
Cc1sc2ncnc(N3CCC(C(=O)Nc4ccc(C#N)c(Cl)c4)CC3)c2c1C	0.5	-6	-2	-1.2	-13	x	-6	1	8	-6
CNc1ccc2oc(C[C@H]3O[C@@]4(CC[C@H]3C)O[C@H]([C@H](C)C(=O)c3ccc[nH]3)[C@H](C)C[C@H]4C)nc2c1C(=O)O	-1.5	-10	15	-0.1	14	5	-1	-2	7	0
Cc1cccc(-c2nc3ccccc3c(=O)n2-n2cccc2)c1	2.2	3	-1	-0.8	34	-1	-3	-10	-1	-5
O=[N+]([O-])c1ccc(OP(=O)(O)Oc2ccc([N+](=O)[O-])cc2)cc1	-1.9	5	3	0.0	10	-3	4	-10	0	6
CC1(C)C(C(=O)NN2C(=O)c3ccccc3C2=O)C1(C)C	0.3	0	-4	0.1	27	3	-12	-7	1	-5
O=[N+]([O-])[N-][n+]1cnn(Cc2ccccc2)c1	-4.7	-3	-4	-1.0	11	x	-1	-3	2	-2
O=C1C2CCCN2C(c2ccccc2)N1c1ccccn1 (stereo not drawn)	1.4	-6	3	-0.6	20	-11	-6	-5	11	-2
O=C(Nc1cccc(C(F)(F)F)c1)OC1CN2CCC1CC2 (stereo not drawn)	-3.2	-2	-3	-0.8	-2	-4	4	-1	-2	2
CC(CC(C)(C)N1CC1)=NNC(=O)Nc1cccc2ccccc12	0.0	-4	-1	0.1	1	-1	-7	12	-9	-6
COc1ccc(-[n+]2c(-c3ccccc3)cc(-c3ccc(C)cc3)cc2-c2ccccc2)cc1	-1.0	1	-2	-1.4	32	0	-1	1	-6	-10
COc1cccc(C2(C#N)CCN(C)CC2)c1	1.0	-3	2	-2.0	20	-5	1	-4	1	4
CC1CN=C(Nc2cccc3ccccc23)S1 (stereo not drawn)	-0.6	1	4	0.2	-5	-2	-7	-5	-3	3
COC(=O)C1=C(C(=O)OC)SC2(S1)C(C(=O)OC)=C(C(=O)OC)Sc1c2ssc1=O	1.0	-3	8	-1.5	10	-5	-4	-4	9	-12
CNC(=S)N/N=C1\C2CN3CCN(C2)CC1(c1ccccc1)C3	-0.5	3	1	-0.6	1	-3	8	2	2	-8
CC(=O)O[C@@H]1CC[C@]2(C)C3CC[C@]4(C)C(=O)[C@H](O)CC4C3[C@@H](OC(C)=O)C[C@H]2C1 (stereo partly drawn)	-2.0	-3	-2	-1.1	41	78*	-9	-4	-3	2
CN(C)c1ccc(/C=C/C=C/c2sc3ccccc3[n+]2C)cc1	-2.8	-3	4	1.3	-15	x	13	-1	-1	-6
CNC(=O)Oc1cccc2c1OC(C)(C)O2	1.3	1	-3	0.4	-2	-2	0	-5	-2	4
COc1cc(/C=N/NP(=S)(c2ccccc2)c2ccccc2)ccc1O	-0.3	-8	1	-1.7	15	-4	0	11	0	-6
O=[N+]([O-])c1ccc(NCCCN2CCOCC2)c2ncccc12	0.4	-1	1	-0.4	-13	x	-5	2	-4	-8
CC(C)CCCn1c(O)c(/C=C2/C=CC=N2)c(=O)[nH]c1=O	1.4	-2	8	-1.0	-21	4	-2	1	-7	6
COc1ccccc1CCNC1CCCC(C)C1 (stereo not drawn)	-0.4	4	3	-1.2	11	-2	-12	-17	2	-6

Next compounds
SMILES	LANA DNA inh	Keap1 Nrf2 FP	DAGLB inh	CAL PDZ FP-1	SR-BI DiI-HDL act	CAL PDZ FP-2	PKA-R2B activ	Rtt109 HAT inh	cardiac RTF act	RTF Ca sens inh
CN1CCN(c2ccc([N+](=O)[O-])c3no[n+]([O-])c23)CC1	82*	55*	-34	0.3	22	-8	-12	-2	282*	-348
NC(=O)c1ccsc1NC(=O)COC(=O)Cc1ccccc1	-0.4	-2	-1	-0.6	7	-4	-6	8	1	-6
O=C(O)Cn1cc(C=C2C(=O)NC(=O)NC2=O)c2ccccc21	-0.6	2	0	1.0	20	-4	-7	15	1	-3
Clc1ccccc1CNC1CN2CCC1CC2 (stereo not drawn)	-1.1	-1	-1	1.3	26	-2	2	-7	-4	6
CCOC(=O)c1cc(CC)sc1/N=C/c1c(O)[nH]c(=S)[nH]c1=O	0.2	-13	0	-3.0	14	-1	-11	x	19	-13
COc1ccccc1C(=O)C1CCCN(Cc2cnc(C)s2)C1 (stereo not drawn)	-2.2	0	1	-2.1	x	2	1	-3	0	-3
COc1ccc(C(C)=O)cc1CC(C(=O)c1ccc(F)cc1)N(C)C (stereo not drawn)	0.3	1	-1	-1.6	19	-3	-8	x	-5	9
COc1ccc(CCN)cc1O	0.7	2	0	0.7	-10	-4	-3	0	-1	-1
CCOC(=O)C1CCN(/C=C2/C(=O)NC(=O)N(c3cccc(C)c3C)C2=O)CC1	-0.2	-5	1	-1.8	-9	3	7	-2	-4	7
COC(=O)C1=C(c2cc3ccccc3s2)C[C@@H]2CC[C@H]1N2C(=O)N1CCCC1	1.2	4	1	-1.2	-2	-7	-9	5	-4	-8
CCOc1ccccc1Oc1coc2cc(OC(=O)N(C)C)ccc2c1=O	2.4	-8	2	-0.9	-27	-2	1	-2	0	-1
Cc1cccc(C(=O)Nc2ccc(Cl)cc2C(=O)c2ccccc2)c1	1.3	0	-16	-1.2	-50	-5	-9	-2	-4	-5

Reprinted from above, 5 compounds:
SMILES	LANA DNA inh	Keap1 Nrf2 FP	DAGLB inh	CAL PDZ FP-1	SR-BI DiI-HDL act	CAL PDZ FP-2	PKA-R2B activ	Rtt109 HAT inh	cardiac RTF act	RTF Ca sens inh
COc1ccc(CCN)cc1O	0.7	2	0	0.7	-10	-4	-3	0	-1	-1
CCOC(=O)C1CCN(/C=C2/C(=O)NC(=O)N(c3cccc(C)c3C)C2=O)CC1	-0.2	-5	1	-1.8	-9	3	7	-2	-4	7
COC(=O)C1=C(c2cc3ccccc3s2)C[C@@H]2CC[C@H]1N2C(=O)N1CCCC1	1.2	4	1	-1.2	-2	-7	-9	5	-4	-8
CCOc1ccccc1Oc1coc2cc(OC(=O)N(C)C)ccc2c1=O	2.4	-8	2	-0.9	-27	-2	1	-2	0	-1
Cc1cccc(C(=O)Nc2ccc(Cl)cc2C(=O)c2ccccc2)c1	1.3	0	-16	-1.2	-50	-5	-9	-2	-4	-5
